Source: PubChem BioAssay
PvdQ inh = P. aeruginosa PvdQ acylase inhibition. purified PvdQ acylase, fluorescence plate reader. inhibition, % at 10 µM. actives 0.063% (n = 340,000). AID 488965; in the data active = inhibition above about 30%, passing the limit was not always enough; inconclusive = no clear call, values can overlap the other calls;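 note: 0% = vehicle neutral wells and 100% = reference inhibitor wells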
SR-BI HDL uptake = mouse SR-BI HDL lipid transfer inhibition; inhibition, % at 12.5 µM; AID 488896; Q61009; ldlA[mSR-BI] CHO cells, DiI-HDL uptake fluorescence, 3 h; actives 0.96% (n = 320,000);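 active = mean replicate inhibition of at least 70% and a set share of replicates each scoring 70 or more; inconclusive = meets just one of the two criteria; inactive = fails both criteria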;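 note: 0% = median of neutral control wells and 100% = median of positive control wells; values of inactives mirror those of a sister screen read the other way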
Target sequence (Q61009 whole entry, looked up): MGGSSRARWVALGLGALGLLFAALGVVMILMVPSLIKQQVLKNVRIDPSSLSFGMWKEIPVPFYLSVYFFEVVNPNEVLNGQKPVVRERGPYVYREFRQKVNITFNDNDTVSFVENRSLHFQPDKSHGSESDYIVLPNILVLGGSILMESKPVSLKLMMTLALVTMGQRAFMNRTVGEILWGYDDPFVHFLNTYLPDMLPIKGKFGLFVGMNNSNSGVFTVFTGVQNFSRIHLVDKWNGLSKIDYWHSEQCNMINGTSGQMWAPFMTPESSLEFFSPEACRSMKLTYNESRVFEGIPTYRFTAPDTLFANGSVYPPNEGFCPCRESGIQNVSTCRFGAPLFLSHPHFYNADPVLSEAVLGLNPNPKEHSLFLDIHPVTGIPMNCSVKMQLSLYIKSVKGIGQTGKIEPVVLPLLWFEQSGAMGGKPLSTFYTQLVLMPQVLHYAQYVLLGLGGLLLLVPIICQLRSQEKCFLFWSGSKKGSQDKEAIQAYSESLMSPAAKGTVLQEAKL
SR-BI uptake up = enhances SR-BI lipid uptake from DiI-HDL | CHO ldlA[mSR-BI] cells, DiI-HDL uptake fluorescence, 3 h; 100 = double the neutral-control signal | activation, % at 12.5 µM | actives 0.096% (n = 320,000) | AID 504775;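 active = mean replicate activation of at least 60% and every replicate at or above 60%; inconclusive = mean or all-replicate condition met, but not both; inactive = mean below 60% and not all replicates reaching 60%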;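 note: 0% = median plate neutral-control signal and 100% = twice that signal; values of inactives mirror those of a sister screen read the other way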
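System: LDL receptor-deficient CHO ldlA cells overexpressing murine SR-BI | Timing: 3 h uptake period with compound, 37 °C | Medium: HEPES-buffered (25 mM, pH 7.4) F12 plus 0.5% BSA | Dosing: Single-point compound dose | Signal: Bottom-read fluorescence, 550/595 nm | Read-out: Retained DiI signal reflecting DiI-HDL uptake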
Arrestin-AP2 inh = inhibitors of human beta-arrestin and AP2 interaction; FITC-arrestin peptide / GST-AP2 beads, flow cytometry; AP2 beta2 appendage carries R879A mutation; actives 0.31% (n = 340,000); AID 504490; inhibition, % at 10 µM;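 active = inhibition above a set limit, near 3 SD of compounds lacking own fluorescence, cut at about 54% in these data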;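 note: plate controls were DMSO wells for no effect and 5 µM unlabelled arrestin peptide for full effect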
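System: GST-AP2 R879A bound to glutathione beads, E. coli-expressed. Also added: 50 nM FITC-arrestin peptide. Schedule: compound with beads 12 min RT, then probe 1 h RT. Signal: bead flow cytometry, FITC channel. Read-out basis: percent response.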
DAGLB inh = diacylglycerol lipase beta (human) inhibition; Q8NCG7; HEK293T DAGLB membrane lysate, EnzChek fluorogenic substrate; inhibition, % at 5.17 µM; actives 0.059% (n = 340,000); in the data active = inhibition above about 34%;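 note: 0% = enzyme with vehicle and 100% = wells lacking enzyme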
RTF Ca sens inh = cardiac RTF calcium desensitization. IANBD-labeled cardiac RTF, Ca2+ fluorescence. inhibition, % at 7.15 µM. actives 0.12% (n = 340,000). AID 493244;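 active = inhibition above the mean inhibition of all tested compounds plus 3 SD, cut at about 17% in these data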;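 note: assay run at fixed EC70 calcium of 1.6 mM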
LANA DNA inh = blocks KSHV LANA C-terminal domain binding to DNA; actives 0.078% (n = 340,000); inhibition, % at 9 µM; MBP-C-LANA/FAM-LBS DNA binding, fluorescence polarization; AID 504423;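 active = highest replicate inhibition at or above 60% at 9 µM, even if other replicates fall short; inactive = all replicates below 60% inhibition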;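 note: 0% = neutral control wells and 100% = 4 µM acridine orange control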
PKA-R2B act = activates the human PKA-R2B holoenzyme complex; P22694+P31323; activation, % at 11.4 µM; PKA-R2B holoenzyme dissociation, Cy5-IP20 fluorescence polarization; R2B truncated from residue 108, S112A mutant; 0% DMSO only, 100% 113 µM cGMP; AID 504700; actives 0.079% (n = 340,000);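 active = activation above a cutoff set at the mean over all compounds plus 3 SD, cut at about 18% in these data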;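 note: higher means more holoenzyme dissociation and a rise in polarization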
Target sequence (P31323 whole entry, looked up, other chains not shown, the tested form may be a part): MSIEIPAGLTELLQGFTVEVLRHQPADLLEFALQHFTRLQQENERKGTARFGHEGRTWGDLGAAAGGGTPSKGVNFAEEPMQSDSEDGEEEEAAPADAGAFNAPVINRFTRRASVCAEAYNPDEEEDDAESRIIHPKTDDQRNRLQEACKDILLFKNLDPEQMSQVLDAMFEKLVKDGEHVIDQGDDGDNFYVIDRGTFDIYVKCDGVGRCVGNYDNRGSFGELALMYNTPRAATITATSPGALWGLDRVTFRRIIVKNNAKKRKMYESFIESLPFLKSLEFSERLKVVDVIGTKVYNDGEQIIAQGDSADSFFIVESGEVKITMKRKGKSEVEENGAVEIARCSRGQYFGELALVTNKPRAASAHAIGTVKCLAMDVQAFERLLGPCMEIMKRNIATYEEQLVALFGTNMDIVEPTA
NSD2 HMT inh = blocks human histone methyltransferase NSD2; O96028; NSD2 peptide methylation, AlphaScreen, 120 min; inhibition, % at 12.5 µM; actives 0.54% (n = 310,000); AID 743445; in the data active = inhibition above about 50%
Keap1-Nrf2 PPI = disrupts human Keap1 binding to Nrf2 peptide; actives 0.15% (n = 340,000); AID 504523; inhibition, % at 9.4 µM; Keap1 Kelch-Nrf2 peptide fluorescence polarization, 1536-well; Q14145; in the data active = inhibition above about 12%; inconclusive = no clear call, values can overlap the other calls; inactive = below about 7.3%;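 note: human Keap1 Kelch domain with fluorescein labeled Nrf2 9mer peptide probe; 0% = neutral control wells and 100% = peptide positive control; higher means more block of Keap1 binding to Nrf2 peptide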
* = called active by the depositor; ? = inconclusive; . = not tested or not shown.

SMILES	PvdQ inh	SR-BI HDL uptake	SR-BI uptake up	Arrestin-AP2 inh	DAGLB inh	RTF Ca sens inh	LANA DNA inh	PKA-R2B act	NSD2 HMT inh	Keap1-Nrf2 PPI
Nc1nnc(-c2cccc(Cl)c2Cl)c(N)n1	2	-10	15	-8	0	-3	2.1	-6	.	-1
COCCNC(=O)C1CCN(S(=O)(=O)c2ccc3c(c2)OCCO3)CC1	17	-14	14	33	1	-2	0.0	-3	-2	-3
O=c1cc(Nc2ccc3c(c2)OCCO3)[nH]c(=O)n1-c1ccc(Cl)cc1	0	-1	1	1	1	-4	0.4	2	.	-4
NC(=O)CC(NC(=O)Cc1cccc2ccccc12)c1ccc(NCCCN2CCCC2=O)c([N+](=O)[O-])c1 (configuration not stated)	8	5	-5	10	0	6	-1.0	-11	.	-4
CCN(CC)CCCn1c2c(c(SCC(=O)Nc3ccc(C)c(F)c3)nc1=O)CCC2	-10	-3	3	-4	1	0	1.4	-2	27	-5
O=C(CN1CCN(S(=O)(=O)c2cc(Cl)ccc2Cl)CC1)c1ccc(O)c(O)c1	0	-15	15	3	5	-9	15	-6	49	-3
COc1ccc(OC)c(N(CC(=O)Nc2ccccc2C(=O)NCc2ccco2)S(C)(=O)=O)c1	4	-9	9	20	-3	0	-0.3	-3	2	0
CCCCCCSc1nnc2[nH]c(=O)cc(N)n12	-16	26	-26	4	2	-6	0.4	0	-1	-1
COCCN(CCOC)C(=O)C1CCCN(S(=O)(=O)c2ccc(NC(=O)OC)cc2)C1 (configuration not stated)	-1	.	.	26	-3	-2	-1.2	-5	-4	0
CC(C)NC(=O)Nc1cccc2c1O[C@H](CN(C)S(=O)(=O)c1ccccc1)[C@@H](C)CN([C@H](C)CO)C2=O	-12	1	-1	2	-1	1	0.5	-3	.	-5

Single values from the results shown:
Under Arrestin-AP2 inh, COc1ccc(OC)c(N(CC(=O)Nc2ccccc2C(=O)NCc2ccco2)S(C)(=O)=O)c1 is listed with 20
Under DAGLB inh, CC(C)NC(=O)Nc1cccc2c1O[C@H](CN(C)S(=O)(=O)c1ccccc1)[C@@H](C)CN([C@H](C)CO)C2=O is listed with -1
Under DAGLB inh, O=c1cc(Nc2ccc3c(c2)OCCO3)[nH]c(=O)n1-c1ccc(Cl)cc1 is listed with 1
Under Arrestin-AP2 inh, CCN(CC)CCCn1c2c(c(SCC(=O)Nc3ccc(C)c(F)c3)nc1=O)CCC2 is listed with -4

The results go on.
SMILES	PvdQ inh	SR-BI HDL uptake	SR-BI uptake up	Arrestin-AP2 inh	DAGLB inh	RTF Ca sens inh	LANA DNA inh	PKA-R2B act	NSD2 HMT inh	Keap1-Nrf2 PPI
Cc1ccc2c(c1)cc1c(=O)n(CC(=O)NCc3ccccn3)nc(C)n12	0	1	-1	1	1	1	-1.1	1	-4	2
O=C(COc1cccc(C(F)(F)F)c1)N1CCN(c2ccccc2O)CC1	-9	-12	12	-1	-1	-4	1.3	8	-2	0
Cc1ccc(C)c(OCC(=O)N2CCc3ccccc3C2)c1	-6	6	-6	39	-3	-8	-1.1	-7	-1	0
Cc1c(Cl)cnc(NC(=O)COC(=O)/C=C/c2ccco2)c1Cl	-10	-5	5	28	5	-7	3.2	1	-1	-5
O=c1[nH][nH]cc1C=NCc1cccc(C(F)(F)F)c1	-11	-33	33	-4	0	1	-1.9	-12	-4	-1
Oc1ccccc1CN(Cc1ccco1)CC(O)COCc1ccc(Cl)cc1 (configuration not stated)	8	-9	9	6	-5	2	2.1	-14	-2	-4
CC(=O)c1cc(C#N)c(SCc2ccccc2C#N)nc1C	-8	75*	-75	-5	0	6	0.7	10	-2	-6
COc1ccccc1Nc1nc(N)nc(CSc2nccc(C)n2)n1	-11	-15	15	1	-1	-17	-2.0	8	28	-4
Cc1cc(NC(=O)Cn2nc3c(cc2=O)CCCC3)ccc1Br	-3	0	0	7	1	-14	3.0	0	1	3
COc1cc(C(=O)OCCN2CCOCC2)cc(OC)c1OC	-5	-7	7	3	-3	-4	0.2	-3	-2	-2

Entries from the list above with a CF3 group (two):
SMILES	PvdQ inh	SR-BI HDL uptake	SR-BI uptake up	Arrestin-AP2 inh	DAGLB inh	RTF Ca sens inh	LANA DNA inh	PKA-R2B act	NSD2 HMT inh	Keap1-Nrf2 PPI
O=C(COc1cccc(C(F)(F)F)c1)N1CCN(c2ccccc2O)CC1	-9	-12	12	-1	-1	-4	1.3	8	-2	0
O=c1[nH][nH]cc1C=NCc1cccc(C(F)(F)F)c1	-11	-33	33	-4	0	1	-1.9	-12	-4	-1

More compounds.
SMILES	PvdQ inh	SR-BI HDL uptake	SR-BI uptake up	Arrestin-AP2 inh	DAGLB inh	RTF Ca sens inh	LANA DNA inh	PKA-R2B act	NSD2 HMT inh	Keap1-Nrf2 PPI
Cc1ccc(C)c(NC(=O)C2COc3ccccc3O2)c1 (configuration not stated)	-8	5	-5	-6	-14	2	-0.7	-2	-3	1
COc1cc2c(cc1OC)CN(C1CC(=O)N(c3c(C)cccc3C)C1=O)CC2 (configuration not stated)	-4	7	-7	3	3	-3	-0.4	4	-1	4
COc1ccc(CC(=O)NCc2cccs2)cc1	-2	-18	18	8	2	-10	1.4	4	5	3
CN1CCN(c2nc3c(c(=O)[nH]c(=O)n3C)n2CC(N)=O)CC1	-9	-3	3	4	-2	1	-1.2	-4	.	-8
COc1ccccc1CCNC(=O)CSc1nnc2ccc(-c3ccncc3)nn12	6	.	.	25	-2	-2	-2.1	-1	29	-2
CCOC(=O)C1CCCN(S(=O)(=O)c2cnc(Cl)c(Br)c2)C1 (configuration not stated)	-2	7	-7	14	-1	-2	0.2	5	-9	-3
CCn1nc(C(=O)OCC(=O)Nc2nc(-c3ccc(OC)cc3)cs2)c2ccccc2c1=O	-7	43	-43	2	-11	0	0.5	5	-2	3
CCc1ccc(/C=C\C(=O)N2CCCC2)cc1	-6	10	-10	1	-2	-2	-0.1	6	32	-1
CCCCCOc1ccc(C(=O)C(c2ccccc2)N2CCOCC2)cc1 (configuration not stated)	-7	9	-9	-2	-2	2	0.1	-8	-5	-8
COc1ccc(-c2cccc(NC(=O)c3cccs3)c2)nn1	-18	36	-36	-1	-1	-14	-0.3	6	-4	-2

Only SR-BI HDL uptake, RTF Ca sens inh and NSD2 HMT inh, for some of the entries so far:
compound	SR-BI HDL uptake	RTF Ca sens inh	NSD2 HMT inh
CCc1ccc(/C=C\C(=O)N2CCCC2)cc1	10	-2	32
COc1ccc(CC(=O)NCc2cccs2)cc1	-18	-10	5
Cc1ccc(C)c(NC(=O)C2COc3ccccc3O2)c1 (configuration not stated)	5	2	-3

Structures listed so far printed as active in SR-BI HDL uptake.
canonical_smiles	PvdQ inh	SR-BI HDL uptake	SR-BI uptake up	Arrestin-AP2 inh	DAGLB inh	LANA DNA inh	PKA-R2B act	NSD2 HMT inh	Keap1-Nrf2 PPI
CC(=O)c1cc(C#N)c(SCc2ccccc2C#N)nc1C	-8	75*	-75	-5	0	0.7	10	-2	-6

The results go on:
SMILES	PvdQ inh	SR-BI HDL uptake	SR-BI uptake up	Arrestin-AP2 inh	DAGLB inh	RTF Ca sens inh	LANA DNA inh	PKA-R2B act	NSD2 HMT inh	Keap1-Nrf2 PPI
COc1ccc(C(=O)NCC(C)(C)SCc2c(C)cc(C)cc2C)cc1	1	-17	17	16	-6	8	0.4	-4	-3	-2
Cc1cc(C)n(-c2nc(C)nc3sc4c(c23)CCC(C)C4)n1 (configuration not stated)	-18	-2	2	-5	-6	-7	3.4	2	-2	3
Cc1ccsc1/C=C/c1ccc2ccccc2n1	-5	1	-1	4	-4	-7	0.3	-7	0	3
c1ccc(-c2ccc(-c3nc(-c4ccccn4)no3)cc2)cc1	-3	7	-7	10	-2	0	0.7	0	-5	1
O=C(NC1CCCCCC1)c1nc2ncccn2n1	-22	-6	6	-7	2	-1	2.2	-12	1	-5
CC1=C(C(=O)Nc2ccccn2)C(c2ccccc2)n2ncnc2N1 (configuration not stated)	-13	-4	4	6	-1	7	-0.4	5	-2	2
CCC1=C(OC(=O)N(CC)CC)N2C(=O)OC(=NCc3ccccc3)[C@]2(C)[C@H]2C1=CC[C@H]1C(=O)N(c3ccccc3)C(=O)[C@H]12	-17	-27	27	1	-3	-4	-0.3	-6	.	-2
Cc1cc(C(=O)CSc2ncccn2)c(C)n1Cc1ccco1	-5	-1	1	6	-2	2	0.5	-8	0	0
Cc1onc(-c2ccccc2)c1-c1nnc(COC(=O)c2ccc(O)cc2)o1	-8	27	-27	-10	-2	0	-0.3	11	-2	1
Cc1ccc(S(=O)(=O)N2CCCCC2)cc1NC(=O)c1ccccn1	-2	30	-30	4	-4	1	-1.3	3	3	-2
COCCNC(=O)C1CCN(S(=O)(=O)c2ccccc2)CC1	-11	-28	28	3	0	-11	-0.1	1	.	-4
COC(=O)c1c(-c2ccc(F)cc2)csc1NC(=O)c1ccco1	-8	-2	2	28	-22	3	1.1	-4	-1	-4
CCN(CC)c1ccc(-c2c(C#N)c(N)nc(OC)c2C#N)cc1	1	31	-31	9	1	-3	3.4	1	0	?
CCCCC(=O)Nc1ccc2c(c1)nc(CCN1CCN(c3ccccn3)CC1)n2C	-10	-1	1	-2	-1	-9	-4.7	5	0	1
COc1ccc(C2C(C(=O)O)c3ccccc3C(=O)N2Cc2ccco2)cc1 (configuration not stated)	-20	-13	13	-6	.	.	-0.2	.	-3	2
CC1CN(C=O)CC(C)N1CCN1C(C)CN(C=O)CC1C (configuration not stated)	4	-8	8	17	-4	1	-0.2	-3	-1	-4
COc1ccc(Cc2noc(CN3CCCN(Cc4ccc(F)cc4)CC3)n2)cc1OC	-9	-20	20	-1	0	-6	-0.3	-7	1	-4
Cc1c(CC(=O)N2CCC(C(=O)O)CC2)c(=O)oc2cc3c(cc12)CCC1(CCCCC1)O3	-9	-17	17	7	0	-15	0.7	-2	.	0
Cc1c(NC(=O)c2ccc(COc3ccc4ccccc4c3)o2)c(=O)n(-c2ccccc2)n1C	-9	28	-28	-3	0	-13	1.6	5	0	-1
CCOC(=O)C1=C(O)/C(=C\c2ccc(OC)c(OC)c2)N=C1C	6	15	-15	-8	1	-7	-1.8	5	3	2
CCC(=O)c1ccc(OCC(O)Cn2nnc3ccccc32)cc1 (configuration not stated)	9	9	-9	-16	0	-4	20	-3	0	-5
Cc1nn(C)c(C(=O)NN)c1Cl	-6	-18	18	10	.	.	-0.1	.	-2	-4
NC(=O)Cc1ncc(C(F)(F)F)cc1Cl	1	-8	8	34	-1	-8	1.0	0	-2	0
Cc1ccccc1OCC(=O)N/N=C/c1ccc(N2CCOCC2)o1	-12	-16	16	4	0	4	-0.2	-12	1	-8
